DRD3 agonist – qHTS of D3 Dopamine Receptor Agonist: qHTS; D(3) dopamine receptor (Homo sapiens), P35462; D3R DiscoveRx beta-arrestin cells, luminescence, 90 min; max activation, %; actives 0.58% (n = 410,000); AID 652048, 2013; in the data active = max activation above about 30%; note: 0% is about no effect; mostly tested at two doses, the higher about 12 µM
Target sequence (P35462 whole entry, looked up): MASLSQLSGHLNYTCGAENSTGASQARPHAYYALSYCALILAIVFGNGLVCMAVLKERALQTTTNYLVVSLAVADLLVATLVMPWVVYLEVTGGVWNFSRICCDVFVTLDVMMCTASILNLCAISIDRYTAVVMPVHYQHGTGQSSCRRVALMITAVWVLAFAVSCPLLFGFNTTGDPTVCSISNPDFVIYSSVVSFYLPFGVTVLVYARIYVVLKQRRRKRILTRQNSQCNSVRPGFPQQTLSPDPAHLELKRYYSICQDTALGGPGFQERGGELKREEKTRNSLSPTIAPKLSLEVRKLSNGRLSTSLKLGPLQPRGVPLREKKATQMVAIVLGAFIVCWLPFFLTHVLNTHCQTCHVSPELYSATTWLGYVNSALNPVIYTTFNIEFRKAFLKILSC
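Agonist mode: compounds and dopamine controls were applied to plated cells for 90 min at 37 degrees C after an overnight attachment at 1500 cells/well. Luminescent read-out followed 30 - 60 minutes at room temperature with DiscoveRx detection reagent.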
PTHR1 agonist – qHTS for PTHR1 Agonists: Primary Screen | Parathyroid hormone/parathyroid hormone-related peptide receptor (Homo sapiens), Q03431 | Potency, µM (top dose mostly 115 µM), for the others: at the highest dose activation, hits mostly activators | actives 0.075% (n = 410,000) | HEK293 GP2 PTHR1 cells, GloSensor cAMP luminescence, 1 h | AID 743266, 2014; active = well fitted activation curve with a large enough effect; inconclusive = small, poorly fitted or top-dose-only effect, or another doubt; inactive = no such curve, though single readings can be large or run the other way; note: potency is the fitted concentration of half-maximal effect; nearly all actives have a fitted effect of over 55% in size; some results filed as inactive show a strong effect at the top dose; inactives centre near -15; many of its hits are not listed in these tables
Target sequence (Q03431 whole entry, looked up): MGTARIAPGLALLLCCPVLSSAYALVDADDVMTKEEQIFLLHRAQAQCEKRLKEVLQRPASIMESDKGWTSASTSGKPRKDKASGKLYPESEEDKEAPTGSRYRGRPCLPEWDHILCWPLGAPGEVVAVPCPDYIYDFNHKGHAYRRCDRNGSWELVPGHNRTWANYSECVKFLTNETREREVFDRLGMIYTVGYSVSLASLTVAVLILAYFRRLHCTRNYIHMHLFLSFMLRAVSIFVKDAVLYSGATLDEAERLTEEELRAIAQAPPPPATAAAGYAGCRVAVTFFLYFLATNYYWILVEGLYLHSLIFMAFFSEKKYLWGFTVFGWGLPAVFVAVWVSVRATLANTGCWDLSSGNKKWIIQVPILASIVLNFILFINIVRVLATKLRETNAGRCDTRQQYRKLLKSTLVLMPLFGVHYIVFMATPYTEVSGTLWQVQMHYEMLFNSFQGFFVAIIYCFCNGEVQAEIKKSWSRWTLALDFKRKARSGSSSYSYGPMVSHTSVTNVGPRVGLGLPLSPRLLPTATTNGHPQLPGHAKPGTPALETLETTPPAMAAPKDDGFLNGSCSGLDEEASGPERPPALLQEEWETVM
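HEK-293-derived GP2 cells expressing PTHR1 and a GloSensor cAMP reporter, 3,000/well, plated overnight, given luciferin plus IBMX (each 0.5 mM as added) for 1 h at 37 °C, then compound for 1 h at 37 °C. Luminescence was read after 15 min at room temperature.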
The depositor's hits bear a star; i = inactive; ? = inconclusive; [ ] = remark or other dose. An excerpt; the hit share may differ from the screen's.

A first look (two entries):
SMILES	DRD3 agonist	PTHR1 agonist
CCOC(=O)c1c(S(=O)(=O)NCC(=O)Nc2ccc(C)c(Cl)c2)c(C)n(C)c1C	3	0%
CCn1nc(-c2ccccc2)c(-c2ccccc2)c(C(=O)Nc2nc(C)c(C(=O)N(C)C)s2)c1=O	4	i

The whole of this part (from the top)
SMILES	DRD3 agonist	PTHR1 agonist
CCOC(=O)c1c(S(=O)(=O)NCC(=O)Nc2ccc(C)c(Cl)c2)c(C)n(C)c1C	3	0%
CCn1nc(-c2ccccc2)c(-c2ccccc2)c(C(=O)Nc2nc(C)c(C(=O)N(C)C)s2)c1=O	4	i
CCOC(=O)c1c(C)c(-c2ccccc2)n(CC(=O)NC(CC)Cc2ccccc2)c1C (stereo unspecified)	-7	16%
CCOC(=O)c1ccccc1NC(=O)CSc1nc(=O)[nH]c2c1CCCC2	7	-23%
O=C(Nc1cc2c(cc1C(=O)c1ccccc1Cl)OCCO2)c1ccc(Br)cc1	8	i
CCOc1cc(-c2nc(-c3ccc(Br)cc3)no2)cc(OCC)c1OCC	0	-4%
Cc1cc(C)cc(NC(=O)c2cc(C)nc3c2c(C)nn3-c2ccccc2)c1	-7	i
O=C(CCC(=O)N1CC2CCCN2c2ccccc21)NCc1cccc(Cl)c1 (stereo unspecified)	-4	?
COc1ccccc1CNC(=O)c1ccc2c(c1)nc(C)n2-c1cccc(C)c1	-19	-17%
COc1cccc(NS(=O)(=O)c2ccc3c(c2)N(C)C(=O)CC(=O)N3C)c1	5	i

(more compounds)
SMILES	DRD3 agonist	PTHR1 agonist
CC(=O)N1CCOc2cc(S(=O)(=O)N(C)Cc3ccccc3)c(Cl)cc21	-11	-45%[inhibitor]
COc1ccc(C(=O)NCc2ccc3c(c2)CCN3C(=O)c2ccc(C)cc2)cc1	-17	i
CCOCCCn1c(SCC(=O)Nc2cc(C)ccc2C)nc2c(oc3ccccc32)c1=O	5	i
COc1cc(OC)c(NC(=O)c2nn(C)c3c2COc2ccccc2-3)cc1Cl	-4	16%
COc1ccc(CCNC(=O)CCCn2nc(C)c3sc4ccccc4c3c2=O)c(OC)c1	5	2%
COc1ccc(NC(=O)C2=C(C)Nc3ncnn3C2c2sccc2C)cc1 (stereo unspecified)	3	i
CCOc1ccc2nc(N(Cc3cccnc3)C(=O)c3ccco3)sc2c1	4	-31%
O=c1nc2c(-c3ccc(F)cc3Cl)n[nH]n2c2ccccc12	8	-15%
CCOc1ccc(C2C(C(=O)Nc3ccccc3OC)=C(C)Nc3c(C(=O)Nc4cccc(C)c4)cnn32)cc1 (stereo unspecified)	-6	-18%
Cc1cc(C)cc(NC(=O)CSc2nncn3c2cc2occc23)c1	-14	i

Remaining list, next part.
SMILES	DRD3 agonist	PTHR1 agonist
O=C(Cn1ncc2c3ccccc3n(Cc3ccccc3F)c2c1=O)N1CCCCC1	7	-13%
Cc1ccc(/C=C/c2nc3ccccc3n2S(=O)(=O)c2ccc(Br)cc2)cc1	-18	-42%[inhibitor]
Cc1ccc2nc(-c3ccc(C)c(NC(=O)CSc4ccc(Cl)cc4)c3)oc2c1	7	-25%
Cc1ccccc1CNC(=O)c1oc2c(c1C)-c1nn(Cc3ccc(Cl)cc3)cc1CC2	0	-30%
CC1Cc2cc(S(=O)(=O)NCCc3ccc(Cl)cc3)ccc2N1C(=O)C1CCC1 (stereo unspecified)	-9	-13%
Cc1ccc2oc3c(c(=O)c2c1)C(c1ccccc1F)N(CCCN(C)C)C3=O (stereo unspecified)	-19	i
COc1ccccc1NC(=O)C(Cc1ccccc1)NS(=O)(=O)c1ccc2c(c1)CCN2C(C)=O (stereo unspecified)	-1	-28%
O=C(CSc1nc(-c2ccccc2F)nc2cc(=O)[nH]n12)Nc1cccc(C(F)(F)F)c1	-8	-3%
CNC(=O)c1c(NC(=O)c2ccc(S(=O)(=O)N3CCC(C)CC3)cc2)sc2c1CCC2	-17	-94%[inhibitor]
O=C(Cn1cc(S(=O)(=O)c2ccc(F)cc2)c(=O)c2cc3c(cc21)OCO3)Nc1ccccc1	2	-95%[inhibitor]

Other entries follow:
SMILES	DRD3 agonist	PTHR1 agonist
Cc1ccc2c(c1)C(=O)OC(C(=O)Nc1ncc(Cc3ccccc3Cl)s1)C2 (stereo unspecified)	-1	i
CCOc1ccc(NC(=O)/C=C\C(=O)N(c2ccc(C(C)C)cc2)C(C(=O)NCc2ccco2)c2ccc(F)cc2)cc1 (stereo unspecified)	2	-23%
COc1ccc(NC(=O)c2cc3c(-c4ccccc4F)nn(C)c3s2)c(OC)c1	41*	-14%
CCC(=O)NCc1nc2ccccc2n1Cc1ccccc1	2	-17%
COc1ccc(NC(=O)NCc2cccn2Cc2ccc(F)cc2)cc1OC	7	-63%[inhibitor]
CCCCCCn1c(/C=C/c2ccccc2)nc2ccccc21	3	-30%[inhibitor]
Fc1ccc(Nc2nc(-c3ccc(F)cc3)c3c(n2)-c2ccccc2OC3)cc1	-10	5%
COc1cc(OC)c(NS(=O)(=O)c2c(C(=O)N3CCCCCC3)c(C)n(C)c2C)cc1Cl	2	6%
CCOC(=O)c1ccccc1NS(=O)(=O)c1c(-c2ccc(C)cc2)csc1C(=O)OC	-6	-32%[inhibitor]
COc1ccc(NC(=O)c2oc3ccc(S(=O)(=O)N4CCC5(CC4)OCCO5)cc3c2C)cc1Cl	24	-80%[inhibitor]

New compounds follow:
SMILES	DRD3 agonist	PTHR1 agonist
Cc1nc2scc(C)n2c(=O)c1S(=O)(=O)Nc1cccc(C(F)(F)F)c1	6	-18%
CC(=O)N1CCCc2cc(S(=O)(=O)N3CCCCC3)ccc21	5	11%
Cc1ccc(-c2ccc(=O)n(CC(=O)NC(C)c3ccccc3)n2)cc1 (stereo unspecified)	5	i
Cc1nn2c3c(cnc2c1-c1ccc(F)cc1)C(=O)CC(c1ccccc1)C3 (stereo unspecified)	-7	-40%[inhibitor]
Fc1ccc(C(NCCc2ccc(Cl)cc2)c2nnc(-c3ccccc3)o2)c(Cl)c1 (stereo unspecified)	-2	-45%[inhibitor]
COc1ccc(NC(=O)c2oc3ccccc3c2NC(=O)c2cc3ccccc3o2)c(OC)c1	-3	-21%
COCCCNC(=O)c1c(NC(=O)c2nc(S(C)(=O)=O)ncc2Cl)sc2c1CCCC2	-1	-22%
Cn1c2ccccc2c2c(C(=O)N3CCN(c4cccc(Cl)c4)CC3)cn(C3CCCCC3)c(=O)c21	2	i
Cc1ccc(S(=O)(=O)NCCc2csc(-c3cccc(F)c3)n2)cc1	-23	-26%
COc1ccc(C2N3CC4(C)CN2CC(c2ccccc2)(C3)C4=O)cc1 (stereo unspecified)	3	-1%

Continued:
SMILES	DRD3 agonist	PTHR1 agonist
CN1CCN(Cc2c(O)ccc3cc(-c4ccc(Cl)cc4)c(=O)oc23)CC1	-2	?
Clc1cccc(CNCCCSc2nnnn2-c2ccccc2)c1	-20	i
COc1ccc(C(=O)Nc2ccc3oc(-c4ccc(OC)cc4)nc3c2)cc1	4	i
Cc1cccc(OCC(=O)Nc2cccc3cccnc23)c1C	6	i
Cc1cccc(-c2noc(CN(C(C)C)S(=O)(=O)c3ccc(Br)cc3)n2)c1	-8	i
CCCCOC(=O)c1ccc(Nc2nnc(-n3nc(C)cc3C)c3ccccc23)cc1	-4	-21%
CC(C)Oc1ccc(CNS(=O)(=O)c2ccc(-c3cc(C(F)(F)F)on3)s2)cc1	-28	10%
Cc1oc2ncn(CC(C)C)c(=O)c2c1C(=O)NCCCN1CCCCC1	5	-35%[inhibitor]
CCN1CCC(N(Cc2ccc(F)cc2)C(=O)Nc2cccc(C(F)(F)F)c2)CC1	-19	7%
CCOC(=O)N1CCN(C(=O)c2ccc3c(c2)N(Cc2ccccc2F)C(=O)c2ccccc2S3(=O)=O)CC1	3	-13%

(continued)
SMILES	DRD3 agonist	PTHR1 agonist
CCn1c(SC)nc2c([nH]c3ccccc32)c1=O	9	-31%[inhibitor]
CCN(C(=O)c1cc2c(=O)n3cccc(C)c3nc2s1)c1ccc(C)c(C)c1	5	-10%
Cc1c(NC(=O)c2ccc(-c3cccc([N+](=O)[O-])c3)o2)cccc1-c1nc2cc(Cl)ccc2o1	2	-5%
Cc1cccc(-n2c(=O)c3c(c4cc(C)ccc4n3C)n(CC(=O)Nc3ccccc3Cl)c2=O)c1	5	-16%
Cc1cc(C)c2c(=O)c3c(oc2c1)C(=O)N(CCCOC(C)C)C3c1ccccc1F (stereo unspecified)	3	i
COc1ccc(C2c3c(oc4ccc(Cl)cc4c3=O)C(=O)N2CCCN(C)C)cc1OC (stereo unspecified)	-5	i
CN(C)c1ccc(C(=O)Nc2sc(Nc3ccccc3)nc2C(N)=O)cc1	-4	i
COC(=O)c1c(SCC(=O)Nc2cc(F)ccc2F)[nH]c2ccc(C)cc2c1=O	-18	-6%
CCOc1ccc(CCNC(=O)Cn2nc(CC)n3c(cc4sccc43)c2=O)cc1	-15	24%
Cc1ccc(-c2noc(CN(C3CCCCC3)S(=O)(=O)c3ccc(Cl)cc3)n2)cc1	2	i

20 structures out of the list, arranged by formula weight, low to high.
SMILES	DRD3 agonist	PTHR1 agonist
CCn1c(SC)nc2c([nH]c3ccccc32)c1=O	9	-31%[inhibitor]
Cc1cccc(OCC(=O)Nc2cccc3cccnc23)c1C	6	i
COc1ccc(C2N3CC4(C)CN2CC(c2ccccc2)(C3)C4=O)cc1 (stereo unspecified)	3	-1%
Clc1cccc(CNCCCSc2nnnn2-c2ccccc2)c1	-20	i
Cc1oc2ncn(CC(C)C)c(=O)c2c1C(=O)NCCCN1CCCCC1	5	-35%[inhibitor]
Cc1ccc(S(=O)(=O)NCCc2csc(-c3cccc(F)c3)n2)cc1	-23	-26%
CN(C)c1ccc(C(=O)Nc2sc(Nc3ccccc3)nc2C(N)=O)cc1	-4	i
CN1CCN(Cc2c(O)ccc3cc(-c4ccc(Cl)cc4)c(=O)oc23)CC1	-2	?
CCN(C(=O)c1cc2c(=O)n3cccc(C)c3nc2s1)c1ccc(C)c(C)c1	5	-10%
CCCCOC(=O)c1ccc(Nc2nnc(-n3nc(C)cc3C)c3ccccc23)cc1	-4	-21%
COC(=O)c1c(SCC(=O)Nc2cc(F)ccc2F)[nH]c2ccc(C)cc2c1=O	-18	-6%
Cc1cc(C)c2c(=O)c3c(oc2c1)C(=O)N(CCCOC(C)C)C3c1ccccc1F (stereo unspecified)	3	i
CCOc1ccc(CCNC(=O)Cn2nc(CC)n3c(cc4sccc43)c2=O)cc1	-15	24%
Cc1ccc(-c2noc(CN(C3CCCCC3)S(=O)(=O)c3ccc(Cl)cc3)n2)cc1	2	i
Cc1cccc(-c2noc(CN(C(C)C)S(=O)(=O)c3ccc(Br)cc3)n2)c1	-8	i
COc1ccc(C2c3c(oc4ccc(Cl)cc4c3=O)C(=O)N2CCCN(C)C)cc1OC (stereo unspecified)	-5	i
Cc1c(NC(=O)c2ccc(-c3cccc([N+](=O)[O-])c3)o2)cccc1-c1nc2cc(Cl)ccc2o1	2	-5%
Cc1cccc(-n2c(=O)c3c(c4cc(C)ccc4n3C)n(CC(=O)Nc3ccccc3Cl)c2=O)c1	5	-16%
Cn1c2ccccc2c2c(C(=O)N3CCN(c4cccc(Cl)c4)CC3)cn(C3CCCCC3)c(=O)c21	2	i
CCOC(=O)N1CCN(C(=O)c2ccc3c(c2)N(Cc2ccccc2F)C(=O)c2ccccc2S3(=O)=O)CC1	3	-13%

Further structures follow:
SMILES	DRD3 agonist	PTHR1 agonist
CCOC(=O)c1c(SCC(=O)Nc2nc3ccc(C)cc3s2)nc(=O)[nH]c1C	1	i
Cc1ccc(-n2c(=O)c3c(cnn3C)n(CC(=O)Nc3c(C)cccc3C)c2=O)cc1	-20	-13%
O=C(CC1NCCNC1=O)Nc1cccc(F)c1 (stereo unspecified)	-1	-47%[inhibitor]
CCOC(=O)c1c(NC(=O)c2cc(-c3cccc(Cl)c3)on2)sc(C(C)=O)c1C	-6	-21%
CN1C(=O)Cc2cc(S(=O)(=O)CCC(=O)N3CCN(c4cccc(Cl)c4)CC3)ccc21	-9	i
Cc1cc(C)cc(OCC(=O)N(Cc2ccco2)Cc2ccccc2Cl)c1	-4	-26%
O=C(OCC1CCCO1)c1ccc2c(c1)N(Cc1ccc(F)cc1)C(=O)c1ccccc1S2(=O)=O (stereo unspecified)	1	-7%
CCOc1ccccc1CNC(=O)c1cc2c(=O)n(Cc3ccco3)ccc2nc1C	-4	-40%[inhibitor]
COc1ccc(C2C=C(c3ccc(C)cc3)Nc3c(C(=O)Nc4ccccc4)cnn32)cc1 (stereo unspecified)	-2	i
CSCCC(NS(=O)(=O)c1ccc2c(c1)oc(=O)n2C)C(=O)NCCc1ccc(C)cc1 (stereo unspecified)	-15	-2%

Screening data as filed in PubChem.
